# Bioassay records deposited in PubChem BioAssay by several laboratories.
# Cardiac RTF inh – cardiac RTF calcium desensitization; P19429+P45379; IANBD-labeled cardiac RTF, Ca2+ fluorescence; inhibition, % at 7.15 µM; actives 0.12% (n = 340,000); AID 493244;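 active means inhibition above the mean inhibition of all tested compounds plus 3 SD, cut at about 17% in these data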;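 further: assay run at fixed EC70 calcium of 1.6 mM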
# V-ATPase pHluor – regulators of yeast V-ATPase proton transport. S. cerevisiae, pHLuorin cytosolic pH fluorescence. response, % at 10 µM. actives 0.37% (n = 350,000); in the data active means response mostly above about 7.3%, no sharp cut-off; inactive means mostly below about 5.4%; further: actives read high; inactives centre near 0; some compounds called inactive have numbers as strong as hits; reference of the scale not given here
# Arr AP2 block – inhibitors of human beta-arrestin and AP2 interaction; FITC-arrestin peptide / GST-AP2 beads, flow cytometry; AP2 beta2 appendage carries R879A mutation; inhibition, % at 10 µM; actives 0.31% (n = 340,000); AID 504490;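 active means inhibition above a set limit, near 3 SD of compounds lacking own fluorescence, cut at about 54% in these data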;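 further: plate controls were DMSO wells for no effect and 5 µM unlabelled arrestin peptide for full effect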
#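 Assay system: GST-AP2 R879A bound to glutathione beads, E. coli-expressed; Medium: PBS with 0.05% Tween 20 and 0.1% BSA; Also added: fluorescein-tagged arrestin peptide at 50 nM final; Timing: 12 min plus 1 h, RT; Measured by: flow cytometry, FL1 (488/535 nm); Evaluation: percent drop in bead-associated FITC signal.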
# Keap1 Nrf2 FP – Keap1-Nrf2 (human) interaction inhibition | Q14145 | Keap1 Kelch-Nrf2 peptide fluorescence polarization, 1536-well | inhibition, % at 9.4 µM | actives 0.15% (n = 340,000) | AID 504523; in the data active means inhibition above about 12%;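 further: human Keap1 Kelch domain with fluorescein labeled Nrf2 9mer peptide probe; 0% = neutral control wells and 100% = peptide positive control; higher means more block of Keap1 binding to Nrf2 peptide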
# Pemphigus Ab inh – blocks pemphigus antibody binding to human desmoglein-3 | P32926 | binding (percent of control), % at 10 µM | actives 0.48% (n = 310,000) | DSG3-coupled beads, scFv-anti-DSG3-GFP binding, flow cytometry; stronger effect = lower value;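 active means binding more than 3 SD below its plate's average and above zero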;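 further: hits lower antibody fragment binding to DSG3; some compounds called inactive have numbers as strong as hits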
# Target sequence (P32926 whole entry, looked up, the tested form may be a part): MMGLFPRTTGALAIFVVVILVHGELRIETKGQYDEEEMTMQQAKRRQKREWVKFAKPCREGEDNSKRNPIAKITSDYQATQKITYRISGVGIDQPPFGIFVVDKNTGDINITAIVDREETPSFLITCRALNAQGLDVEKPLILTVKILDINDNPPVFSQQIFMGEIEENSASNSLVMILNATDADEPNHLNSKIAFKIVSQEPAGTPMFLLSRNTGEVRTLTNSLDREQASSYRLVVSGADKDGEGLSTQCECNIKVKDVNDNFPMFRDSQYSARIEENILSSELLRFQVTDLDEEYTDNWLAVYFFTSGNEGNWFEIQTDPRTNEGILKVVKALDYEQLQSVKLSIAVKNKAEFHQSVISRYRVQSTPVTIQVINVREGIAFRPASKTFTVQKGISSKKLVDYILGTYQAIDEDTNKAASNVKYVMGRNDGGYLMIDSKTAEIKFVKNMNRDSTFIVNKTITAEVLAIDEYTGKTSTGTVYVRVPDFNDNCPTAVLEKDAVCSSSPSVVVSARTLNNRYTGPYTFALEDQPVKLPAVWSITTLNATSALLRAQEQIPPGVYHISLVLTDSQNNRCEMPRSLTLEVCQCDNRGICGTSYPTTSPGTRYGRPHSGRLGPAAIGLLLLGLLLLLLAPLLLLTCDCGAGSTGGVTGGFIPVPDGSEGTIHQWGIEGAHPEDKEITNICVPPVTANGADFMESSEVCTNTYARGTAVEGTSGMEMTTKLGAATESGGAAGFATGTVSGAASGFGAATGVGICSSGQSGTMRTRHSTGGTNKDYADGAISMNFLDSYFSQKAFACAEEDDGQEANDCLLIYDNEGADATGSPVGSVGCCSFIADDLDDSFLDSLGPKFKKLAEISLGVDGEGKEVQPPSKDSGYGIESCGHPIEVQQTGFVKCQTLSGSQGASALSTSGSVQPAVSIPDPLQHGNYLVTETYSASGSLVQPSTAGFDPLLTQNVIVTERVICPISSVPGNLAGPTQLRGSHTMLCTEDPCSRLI
# LANA DNA inh – inhibitors of KSHV LANA C-terminal domain DNA binding | MBP-C-LANA/FAM-LBS DNA binding, fluorescence polarization | inhibition, % at 9 µM | actives 0.078% (n = 340,000);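 active means highest replicate inhibition at or above 60% at 9 µM, even if other replicates fall short; inactive means all replicates below 60% inhibition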;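 further: 0% = neutral control wells and 100% = 4 µM acridine orange control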
# RTF Ca sens act – increases calcium sensitivity of human cardiac regulated thin filaments. actives 0.24% (n = 340,000). P19429+P45379. activation, % at 7.2 µM. AID 493008. IANBD-labeled TnC RTF fluorescence at EC20 calcium; 0% EC20 calcium, 100% full calcium;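 active means activation above the mean over all tested compounds plus 3 SD, cut at about 30% in these data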;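 further: rise in fluorescence read as greater calcium sensitivity of cardiac thin filaments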
# OPRM1-OPRD1 ag – OPRM1-OPRD1 heterodimerization agonism; activation, % at 9.3 µM; actives 0.3% (n = 340,000); P35372+P41143; cells, luminescence; in the data active means activation above about 18%;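 further: 0% = vehicle-treated cells and 100% = reference agonist; values of inactives mirror those of a sister screen read the other way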
# OPRM1-OPRD1 inv – inverse agonists of human mu-delta opioid receptor heterodimerization; AID 504357; inhibition, % at 9.3 µM; cell-based MOR-DOR heterodimer luminescence, inverse agonism; actives 0.21% (n = 340,000); P35372+P41143; in the data active means inhibition above about 22%, passing the limit was not always enough;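 further: 0% = cells with DMSO and 100% = wells without cells with DMSO; values of inactives mirror those of a sister screen read the other way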
# Wnt bcat act – activators of Wnt/beta-catenin signaling. Wnt/beta-catenin reporter cell assay, activator, plate reader. activation, % at 9.35 µM. actives 1.2% (n = 300,000); in the data active means activation above about 30%, passing the limit was not always enough;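 further: 0% = neutral control wells and 100% = positive control wells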
# * hit, by the source's call; nt = no result given.
SMILES,Cardiac RTF inh,V-ATPase pHluor,Arr AP2 block,Keap1 Nrf2 FP,Pemphigus Ab inh,LANA DNA inh,RTF Ca sens act,OPRM1-OPRD1 ag,OPRM1-OPRD1 inv,Wnt bcat act
Cn1c(=O)c2cc(S(=O)(=O)NCCC(=O)NC3CCCCCC3)ccc2n(C)c1=O,5.9,0.6,24.6,-0.1,97.9,-0.6,0.1,-2.6,14.5,-4.5
Cc1ccccc1N(CC(=O)NC1CCCC1)C(=O)C1(C)CC(=O)N=C2C=CC(Cl)=CN21 (centres undefined),1.9,2.6,-5.6,0.5,108.4,-0.3,0.6,-2.0,10.5,-1.7
COc1cc2c(cc1O)CCN(C(=O)c1ccco1)C2C (centres undefined),2.3,-0.3,2.9,-2.9,nt,0.8,-2.2,-1.3,6.5,-1.3
COCCn1c(SCC(=O)N2CCOCC2)nnc1-c1ccco1,-18.3,-5.2,11.8,-2.6,81.5,-0.9,5.9,-0.7,4.3,5.4
O=C(O)c1cccc(Cn2c(Cl)c(/C=N/NC(=O)c3ccccc3O)sc2=O)c1,-14.2,-1.4,18.9,-0.5,94.7,0.0,3.1,-0.7,3.4,5.0
O=C(Nc1cccc(C(=O)N2CCOCC2)c1)NC1CCCCC1,-5.5,-1.6,6.1,-0.7,nt,0.5,-0.9,-0.6,2.5,-1.3
COc1ccccc1NC(=O)N1CCCC(CNC(=O)c2ccccc2Cl)C1 (centres undefined),-5.6,-2.4,14.0,1.5,nt,2.0,-0.3,-0.8,4.0,-1.9
CC(C)(COC(=O)c1ccccc1)N1CC2CCC(C1)O2,-3.5,19.3*,5.5,nt,91.7,nt,-1.5,-1.0,4.5,0.5
Cc1[nH]nc(-c2ccc(OCc3cnn(-c4ccccc4)c3)cc2O)c1Oc1ccc(F)cc1,-2.8,1.9,-0.3,-2.1,106.0,-0.7,-1.6,5.6,-24.9,nt
CCCC1C2C(=O)N(c3ccccc3)C(=O)C2ON1c1ccccc1 (centres undefined),-3.3,-2.4,9.7,-2.3,nt,-1.9,9.7,-1.8,10.8,2.5
Cc1ccc(CN2CCN(Cc3cccn3-c3nccs3)CC2CCO)cc1 (centres undefined),0.5,-1.4,5.1,-2.6,105.5,1.2,-3.4,-1.2,6.1,1.0
Cc1ccc(C)c(S(=O)(=O)Nc2ccc3sc(C)nc3c2)c1,-13.5,-0.4,0.4,2.1,105.0,-1.4,10.0,1.6,-8.5,nt
O=C(O)c1ccccc1N(Cc1ccccc1)C(=O)COc1ccccc1,-0.7,-1.1,7.8,-3.8,80.3,-0.8,13.3,0.5,-2.5,-0.9
Cn1c(N)c(C(=O)COC(=O)CNC(=O)c2ccccc2F)c(=O)n(C)c1=O,2.3,1.0,7.2,0.7,87.4,0.9,-9.9,-2.6,13.9,-2.5
Cc1nnc(SCC(=O)c2cc(C)n(-c3c(C)n(C)n(-c4ccccc4)c3=O)c2C)s1,4.0,1.9,11.7,-3.9,99.3,2.7,8.0,-1.2,7.0,1.0
COc1ccccc1CNC(=O)Cn1nc(C(F)(F)F)cc1C,4.7,2.0,7.3,-0.7,73.7,-0.8,-3.5,-1.7,7.4,-3.7
Cc1ccc(SCC(=O)NNC(=O)CCS(=O)(=O)c2ccc(C)cc2)cc1,-7.1,2.1,54.5*,-0.9,106.0,-2.9,-1.9,-1.0,4.9,7.5
Cc1nnc(SCC(=O)Nc2sc3c(c2C(N)=O)CCC(C)C3)[nH]c1=O (centres undefined),4.2,5.8,-7.9,-0.7,95.8,-0.5,-4.4,-3.8,15.3,3.5
COC(CNC(=O)Cc1c(C)nc2c(-c3ccccc3)c(C)nn2c1C)OC,4.2,-2.1,-26.3,2.4,96.3,0.0,0.3,-3.2,17.2,-3.0
Cc1noc(/C=C/N(C)C)c1S(=O)(=O)N1CCCC(C(=O)NCCC2=CCCCC2)C1 (centres undefined),-0.2,-4.2,25.7,-1.0,102.0,3.5,-1.5,-2.4,14.3,-3.4

# Individual results from above:
# V-ATPase pHluor, `Cc1nnc(SCC(=O)c2cc(C)n(-c3c(C)n(C)n(-c4ccccc4)c3=O)c2C)s1` is entered as 1.9
# Wnt bcat act, `Cc1nnc(SCC(=O)Nc2sc3c(c2C(N)=O)CCC(C)C3)[nH]c1=O` (centres undefined) is entered as 3.5
# OPRM1-OPRD1 ag, `Cn1c(N)c(C(=O)COC(=O)CNC(=O)c2ccccc2F)c(=O)n(C)c1=O` is entered as -2.6
# LANA DNA inh, `Cc1ccc(CN2CCN(Cc3cccn3-c3nccs3)CC2CCO)cc1` (centres undefined) is entered as 1.2
# Keap1 Nrf2 FP, `Cc1ccc(C)c(S(=O)(=O)Nc2ccc3sc(C)nc3c2)c1` is entered as 2.1

# The listing continues.
SMILES,Cardiac RTF inh,V-ATPase pHluor,Arr AP2 block,Keap1 Nrf2 FP,Pemphigus Ab inh,LANA DNA inh,RTF Ca sens act,OPRM1-OPRD1 ag,OPRM1-OPRD1 inv,Wnt bcat act
CCOC(=O)C1=C(CSc2nccn2C)NC(=O)NC1c1ccc2c(c1)OCO2 (centres undefined),-4.6,0.6,0.3,-0.7,91.4,-0.4,-4.2,-3.1,15.4,nt
CCCN1CCc2[nH]c(=S)[nH]c(=O)c2C1,3.7,3.3,-1.7,-2.9,103.1,-1.5,-0.3,-1.8,10.6,-2.5
CCc1nn(C(C)C(=O)NC2CCCCCC2)c(=O)c2cc3occc3n12 (centres undefined),-2.1,-4.3,-0.1,-1.5,90.0,-0.6,3.3,-3.0,15.4,1.5
COc1cc(Cl)c(CNC[C@H]2O[C@@H](n3cnc(C(N)=O)n3)[C@H](O)[C@@H]2O)c(Cl)c1O,0.1,-4.0,-3.1,-0.7,104.0,-0.5,-4.4,-2.9,13.6,-1.1
COC(C(=O)N1CCC(n2nccc2NC(=O)C2CC2)CC1)c1ccccc1 (centres undefined),-6.4,2.0,-1.1,-0.4,98.5,0.4,4.5,-1.0,5.7,16.6
Cc1ccc(SCCC(=O)Nc2cc(C)on2)cc1,-0.4,1.5,0.1,-1.4,99.9,-1.4,-0.6,-1.7,9.3,-1.1
O=C(NCCCNC(=O)c1ccco1)c1ccc(F)cc1,-1.8,4.4,-5.6,-4.5,nt,0.1,5.3,-1.3,9.9,-1.3
COc1ccc(OC)c(S(=O)(=O)N2CCCC(C)C2)c1 (centres undefined),-5.1,-5.6,3.5,-6.2,nt,-2.6,-0.9,-0.8,4.3,0.7
Cc1ccsc1C(=O)NC1CCCN(Cc2ccc(Cl)cc2)C1 (centres undefined),-4.9,1.0,-7.5,-4.1,135.6,0.6,3.4,3.9,-22.3,-1.0
CC(C)(C)c1ccc(C(=O)NCC(=O)OCC(=O)Nc2ccc3c(c2)OCCO3)cc1,5.6,-0.8,3.8,-2.1,104.1,0.8,-1.4,-0.5,3.6,0.3
COCCn1c(=O)[nH]c(=O)c2c(C(F)(F)F)cc(-c3cccs3)nc21,-4.4,4.7,10.4,3.0,96.4,-0.9,-3.5,-0.1,0.6,-2.2
CC(=O)Nc1ccc(S(=O)(=O)Nn2cnnc2)cc1,-7.6,-1.0,4.4,-6.0,105.2,-0.4,6.8,-0.3,1.4,0.5
O=C(COC(=O)Cn1cnc2ccccc2c1=O)Nc1ccccc1OC(F)F,-2.0,-5.8,23.2,0.0,97.1,2.1,-4.0,-2.0,10.3,0.9
CCOc1ccc(NC(=O)CN(C)C(=O)CCCOc2ccc(Br)cc2)cc1OCC,-10.8,-0.9,35.3,1.5,107.0,-1.8,-3.4,0.2,-1.1,0.5
Cc1cc(Cl)ccc1NS(=O)(=O)c1c(C)[nH]c(=O)[nH]c1=O,-12.6,0.2,-7.4,-2.0,104.0,0.0,-1.1,-1.1,5.2,1.5
O=C(COC(=O)C1CCN(S(=O)(=O)c2cccc3cccnc23)CC1)c1ccc([N+](=O)[O-])cc1,-11.6,-1.2,-1.9,-2.3,106.4,-0.5,0.4,-1.6,8.2,nt
CCC(=O)N1CCc2cc(Br)cc(S(=O)(=O)CCC(=O)N(CC)CC)c21,4.0,-1.1,-6.8,0.0,92.7,-1.6,-2.9,-3.2,16.6,-2.7
Cc1ccc(CNC(=O)C2CC(=O)OC23CCCC3)c(C)c1 (centres undefined),-4.1,8.3,12.6,-4.6,118.6,0.7,2.4,-2.2,10.0,12.6
COc1ccc(/C=C/C(=O)c2cc(Cl)ccc2O)c(OC)c1,2.3,1.4,1.8,-1.1,92.0,1.0,-5.2,-1.2,6.5,22.6
O=C(CSc1nnc(Nc2ccccc2F)s1)NC1CCS(=O)(=O)C1 (centres undefined),-11.2,-2.0,-4.0,5.2,99.0,-0.4,-2.0,-1.8,7.7,2.6
O=C(CC(NC(=O)c1ccccc1Cl)c1ccccc1)NCCc1ccc(Cl)cc1 (centres undefined),-6.9,6.2,-0.3,-5.8,127.0,1.0,7.2,0.8,-4.1,nt
CCOC(=O)N1CCN(C(=O)CSc2nc3ccccc3c(=O)n2-c2ccccc2)CC1,-4.8,-0.8,-3.1,3.4,107.2,3.2,0.0,-1.3,5.8,-1.3
CC1=C(C(=O)Nc2ccccc2)C(c2coc3ccccc3c2=O)C2=C(CCCC2=O)N1 (centres undefined),-4.7,3.5,7.9,-8.6,90.7,0.7,-4.2,0.7,-4.2,-1.4
CCOc1ccc(N2C(=O)C3Sc4[nH]c(=O)sc4C(/C=C/c4ccccc4)C3C2=O)cc1 (centres undefined),-19.9,-0.2,-3.5,-2.2,99.5,2.6,14.7,-0.1,0.5,-1.8
CN(CCc1ccccc1)C(=O)c1ccc(NC(=O)Cc2ccc(NC(=O)C3CCN(C(=O)CCc4ccccc4)CC3)cc2)cc1,-9.1,-1.0,-10.7,-6.5,100.7,-0.2,-4.2,-2.1,9.7,-2.9
O=C(c1cc(-c2ccccc2Cl)nc2ccccc12)N1CCN(c2ccccn2)CC1,-4.5,-2.6,9.1,2.5,94.5,-0.6,-0.3,-1.8,7.1,nt
COc1cc(CCCN2CCNC[C@@H]2c2ccccc2)cc(OC)c1OC,-2.3,-1.0,10.1,-5.3,103.8,-1.4,-3.1,3.4,-20.8,0.9
CCCCC(=O)Nc1nc(C)c(-c2csc(Nc3ccc(Cl)cc3)n2)s1,-1.9,-6.8,-3.0,0.2,97.0,-2.2,-3.2,-0.4,2.1,nt

# Molecules from the list above that have bromine (2):
SMILES,Cardiac RTF inh,V-ATPase pHluor,Arr AP2 block,Keap1 Nrf2 FP,Pemphigus Ab inh,LANA DNA inh,RTF Ca sens act,OPRM1-OPRD1 ag,OPRM1-OPRD1 inv,Wnt bcat act
CCOc1ccc(NC(=O)CN(C)C(=O)CCCOc2ccc(Br)cc2)cc1OCC,-10.8,-0.9,35.3,1.5,107.0,-1.8,-3.4,0.2,-1.1,0.5
CCC(=O)N1CCc2cc(Br)cc(S(=O)(=O)CCC(=O)N(CC)CC)c21,4.0,-1.1,-6.8,0.0,92.7,-1.6,-2.9,-3.2,16.6,-2.7
